Nrf2 inh – Nrf2 qHTS screen for inhibitors. A549 ARE-Fluc reporter, luciferase luminescence, 18-24 h. Potency, µM (doses to about 46 µM), for inactives: at the top dose activity change, negative = inhibition, most hits filed as inhibitors. actives 2.1% (n = 360,000). AID 504444, 2011; further: on the % scale 0 is the no-effect control and ±100 the full control effect; nearly all actives have a fitted effect of over 60% in size
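Nrf2 activity is the BugLite luminescence, read 15 min after reagent at room temperature, following CellTiter-Fluor cytotoxicity readout (30 min, 37C). Compound titrations were applied for 18-24 h to 5000 A549 ARE_Fluc cells/well in 5% FBS OPTI-MEM.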
ATXN2 expr inh – Primary qHTS for Inhibitors of ATXN expression; AID 1745845, 2022; Potency, µM (top dose mostly 57 µM), without a hit: top-dose activity change, negative = inhibition, hits mostly inhibitors; HEK-293 ATXN2-luciferase reporter, luminescence, 24 h; actives 0.72% (n = 360,000); further: on the % scale 0 is the no-effect control and ±100 the full control effect; nearly all actives have a fitted effect of over 55% in size
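qHTS (up to 57 uM final) was run with 24 h compound exposure of reporter cells at 37 °C. Each well was multiplexed: SteadyGlo luminescence measured ATXN2-luciferase expression after a fluorogenic Gly-Phe-AFC viability readout (25 uM final).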
A549 viability – Nrf2 qHTS screen for inhibitors: counterscreen for cytotoxicity | AID 504648, 2011 | A549 ARE-Fluc cells, CellTiter-Fluor viability, 18-24 h | actives 0.16% (n = 390,000) | Potency, µM (doses to about 46 µM), for the others: at the top dose activity change, negative = cytotoxicity, hits mostly inhibitors; further: on the % scale 0 is the no-effect control and ±100 the full control effect
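Cytotoxicity counterscreen: CellTiter-Fluor fluorescence was measured in A549 ARE_Fluc cells after 18-24 h of compound exposure in a concentration series. The subsequent BugLite luminescent read reports ARE-luciferase activity.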
EPAC2 antag – qHTS for Antagonist of cAMP-regulated guanine nucleotide exchange factor 2 (EPAC2): primary screen. Rap guanine nucleotide exchange factor 4 (Homo sapiens), Q8WZA2. Potency, µM (doses to about 114 µM), for inactives: at the highest dose activity, negative = inhibition, usual class: inhibitors. actives 0.18% (n = 360,000). AID 720708, 2013. EPAC2 GEF exchange of Rap1B-BODIPY-GDP, fluorescence; further: on the % scale 0 is the no-effect control and ±100 the full control effect; nearly all actives have a fitted effect of over 45% in size; many of its hits are not listed in these tables
Target sequence (Q8WZA2 whole entry, looked up): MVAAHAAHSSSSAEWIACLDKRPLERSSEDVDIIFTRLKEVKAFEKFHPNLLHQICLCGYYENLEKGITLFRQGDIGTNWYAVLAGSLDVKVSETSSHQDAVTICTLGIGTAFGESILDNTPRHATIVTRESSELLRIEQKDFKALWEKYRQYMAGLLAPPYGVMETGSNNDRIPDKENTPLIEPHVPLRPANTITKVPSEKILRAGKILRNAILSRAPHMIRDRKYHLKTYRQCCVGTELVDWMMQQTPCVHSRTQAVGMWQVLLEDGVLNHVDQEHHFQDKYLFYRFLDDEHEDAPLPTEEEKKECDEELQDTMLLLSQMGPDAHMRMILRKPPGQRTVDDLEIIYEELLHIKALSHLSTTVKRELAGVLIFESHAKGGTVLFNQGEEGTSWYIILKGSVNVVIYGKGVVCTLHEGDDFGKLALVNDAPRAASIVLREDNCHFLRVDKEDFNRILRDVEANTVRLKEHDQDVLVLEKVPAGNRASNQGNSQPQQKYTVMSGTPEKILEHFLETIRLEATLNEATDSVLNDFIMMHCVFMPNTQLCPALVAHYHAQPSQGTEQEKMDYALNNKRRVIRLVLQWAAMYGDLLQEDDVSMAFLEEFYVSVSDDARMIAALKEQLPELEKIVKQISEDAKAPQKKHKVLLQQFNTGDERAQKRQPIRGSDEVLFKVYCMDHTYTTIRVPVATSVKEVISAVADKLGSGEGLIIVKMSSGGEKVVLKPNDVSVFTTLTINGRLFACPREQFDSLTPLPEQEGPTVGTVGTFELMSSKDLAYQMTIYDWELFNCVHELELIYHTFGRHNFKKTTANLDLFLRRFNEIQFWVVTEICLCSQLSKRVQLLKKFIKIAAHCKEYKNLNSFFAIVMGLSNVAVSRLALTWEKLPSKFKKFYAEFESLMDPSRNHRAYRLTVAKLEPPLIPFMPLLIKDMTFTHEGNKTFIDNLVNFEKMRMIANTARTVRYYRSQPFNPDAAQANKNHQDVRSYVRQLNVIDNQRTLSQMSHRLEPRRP
Nrf2 activator – qHTS of Nrf2 Activators | AREc32 ARE-luciferase reporter (MCF7-derived line), luminescence, 24 h | Potency, µM (top dose mostly 46.1 µM), without a hit: at the highest dose activation, most hits filed as activators | actives 0.31% (n = 410,000); further: % of control where 0% means no effect; nearly all actives have a fitted effect of over 65% in size
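Reporter line AREc32 (ARE-Fluc), seeded overnight in OPTI-MEM with 5% FBS; compound pin-transferred, 24 hr at 37 deg C, 5% CO2; luminescent read-out.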
MCF10A rereplic – A quantitative high throughput screen for small molecules that induce DNA re-replication in MCF 10a normal breast cells | MCF 10A DNA re-replication, Hoechst nuclear intensity, 48 h | Potency, µM (top dose mostly 46.1 µM), without a hit: top-dose activity, positive = re-replication, usual class: activators | actives 2.9% (n = 350,000); further: % of control where 0% means no effect; nearly all actives have a fitted effect of over 50% in size
HepG2 tox – qHTS for Inhibitors of TGF-b: Cytotox Counterscreen; HepG2 CAGA-GFP viability, ATP luminescence, 18 h; Potency, µM (highest dose often 46.1 µM), for inactives: at the top dose activity change, negative = cytotoxicity, usual class: cytotoxic; actives 0.76% (n = 410,000); further: some results filed as inactive show a strong effect at the top dose
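CellTiter-Glo luminescence gave cytotoxicity after 18 hours at 37 degrees C. The cells were HepG2 CAGA-GFP in 1% FBS DMEM, stimulated with 500 pg/mL TGF-beta after compound addition. %Activity was normalised to no-cell wells (complete cell-killing) and DMSO (no toxicity), and curves were fitted and classified.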
TGFb SMAD3 inh – qHTS for Inhibitors of TGF-b. HepG2 CAGA-GFP TGF-b/SMAD3 reporter, GFP fluorescence, 18 h; TGF-beta stimulated, 500 pg/mL final. Potency, µM (series often up to 46.1 µM), without a hit: at the highest dose activity, negative = inhibition, most hits filed as inhibitors. actives 1.2% (n = 410,000). AID 588855, 2011; further: on the % scale 0 is the no-effect control and ±100 the full control effect; nearly all actives have a fitted effect of over 65% in size
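Smad-responsive CAGA-GFP expression was quantified in HEPG2 cells exposed to compounds and 500 pg/mL final TGF-beta for 18 h at 37 degrees C; unstimulated wells defined full inhibition.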
ATXN viability – Viability Counterscreen for Primary qHTS for Inhibitors of ATXN expression; actives 0.49% (n = 400,000); Potency, µM (titrated, usually from 56.7 µM), usual class: cytotoxic; S2 cells (HEK-293 line with an ATXN2-luciferase reporter) viability, CellTiter-Fluor protease fluorescence, 24 h; further: nearly all actives have a fitted effect of over 40% in size
An asterisk follows results filed as active; i = inactive; ? = inconclusive; . = not tested or not shown; & = joins results of further samples; [ ] = remark or other dose. The call rests on the fitted dose curve; in most records, active means well fitted curve in the direction sought with a large enough effect; inconclusive means small, poorly fitted or top-dose-only effect, or another doubt; inactive means no such curve, though single readings can be large; an effect the other way counts as inactive or inconclusive. Potency means the concentration at half of the fitted maximal effect.

Below each SMILES: A549 viability | Nrf2 activator | HepG2 tox | MCF10A rereplic | TGFb SMAD3 inh | ATXN viability | Nrf2 inh | EPAC2 antag | ATXN2 expr inh
> CC1=C(C(=O)N2CCCCCC2)CC(CC(=O)NCCc2ccccn2)C(=O)N1Cc1ccccc1 (centres undefined)
 : . | 0.4% | -27% | . | -15% | i | . | 6% | 5%
> CCOCCCN(C(=O)Cn1nnc(-c2ccc(OC)c(OC)c2)n1)C(CC)C(=O)NC1CCCC1 (centres undefined)
 : -4% | 0.5% | 12% | -3% | -4% | i | ? | -5% | 28%
> Cc1ccc(OC(C)C(=O)OCC(=O)Nc2sccc2C(N)=O)cc1 (centres undefined)
 : -11% | 2.5% | -21% | ? | -17% | i | . | 3% | 2%
> Cc1cc(NC(=O)CSc2nnc(-c3ccco3)n2Cc2ccco2)no1
 : 5% | 0.0% | 0% | -3% | -24% | i | 4% | 10% | -9%
> C=CC(C)N1C(=O)S/C(=C\c2ccc(N3CCOCC3)cc2C)C1=O (centres undefined)
 : -10% | 3.3% | 6% | ? | 3% | i | -1% | -1% | 29%
> CC(C)(CO)NC(=O)C12CC3CC(CC(Br)(C3)C1)C2
 : -1% | -0.4% | -15% | 1% | -14% | i | 1% | 1% | -10%
> CCOc1ccc(CCNC(=O)C(O)c2ccccc2)cc1 (centres undefined)
 : -3% | -0.5% | 7% | -1% | 9% | i | -6% | 9% | -1%
> Cn1cc(CN2CCCC(C(=O)c3cc(F)ccc3F)C2)c2ccccc21 (centres undefined)
 : -7% | 1.8% | -53% | -23% | ? | ? | 14% | 6% | ?
> CN(C(=O)COC(=O)c1ccc([N+](=O)[O-])cc1Cl)C1CCCCC1
 : -1% | 0.7% | -10% | 1% | 0% | i | 11% | -6% | -23%
> CCOc1ccccc1N(CC(=O)Nc1ccccc1C(=O)NCc1ccco1)S(C)(=O)=O
 : 11% | 3.3% | -6% | 29% | 4% | i | -4% | 2% | -1%
> CSc1ccc(CCNC(=O)CCn2c(=O)c3cccn3c3ccc(F)cc32)cc1
 : -1% | 0.6% | 3% | . | -23% | . | 25% | . | .
> Cc1c(C(=O)OCC(=O)N2C(C)CCCC2C)oc2ccccc12 (centres undefined)
 : 2% | -0.4% | -2% | 9% | -8% | i | ? | -6% | 54%[activator]
> CCN(CC)S(=O)(=O)c1cccc(NC(=O)COC(=O)CCC(=O)c2cccs2)c1
 : -1% | -0.5% | -9% | 2% | 0% | i | 1% | 9% | 5%
> Cc1cc(N/C=C/C(=O)c2ccccc2)ccc1Br
 : -4% | 5.6µM* | -50% | -1% | 1% | i | ? | -3% | .
> O=C1C(Cc2ccccc2)Nc2ncnc(N3CCc4ccccc4C3)c2N1Cc1ccc(Cl)cc1 (centres undefined)
 : -12% | 5.5% | -20% | 23µM* | 18µM* | ? | ? | 7% | ?
> CC(=O)c1ccc([N+](=O)[O-])c(CS(=O)(=O)c2ccccc2)c1
 : 0% | 0.1% | 4% | -1% | -6% | i | 4% | 5% | 8%
> O=[N+]([O-])c1ncccc1OCc1ccc(Cl)c(Cl)c1
 : 9% | 5.4% | -9% | -18% | 10% | i | ? | 3% | 28%
> CCOc1ccc(-c2noc(-c3csc([C@@H]4O[C@H](CO)[C@H](O)[C@H](O)[C@H]4O)n3)n2)cc1
 : . | 3.0% | 2% | . | -18% | i | . | -6% | 36%[activator]
> COC(=O)c1cc2sccc2n1Cc1nc(-c2ccc(C)cc2)oc1C
 : 1% | -0.2% | -14% | . | -1% | i | ? | . | 90%[activator]
> Cc1ccc(CC(NC(=O)c2ccccc2)C(=O)NC(CC(C)C)C(=O)O)cc1 (centres undefined)
 : 1% | 0.0% | 4% | 3% | 15% | i | 0% | 9% | -14%[11.3 µM]
> O=[N+]([O-])c1cccc(-c2ccc(CN3CCN(c4ccccc4)CC3)o2)c1
 : 0% | 3.4% | -21% | ? | 0% | i | -4% | -4% | -16%
> COCCNC(=O)CCCn1c(=O)c2cc(OC)c(OC)cc2n(CC(=O)Nc2ccc(F)cc2)c1=O
 : -8%&-8% | -0.2%&-1.1% | 6%&-2% | -1% | 0%&3% | ? | -2% | 4% | -1%
> Cc1ccc2nc(Nc3ccc(Cl)cc3)c3nncn3c2c1
 : 2% | 0.0% | -7% | ? | -2% | i | -17% | -4% | -20%
> O=c1cc(-c2ccccc2)c2cc(Cl)ccc2[nH]1
 : 0% | -0.3% | 9% | -1% | -10% | i | -3% | 1% | 8%
> Cc1ccc(CNC(=O)c2ccc(Cn3c(SCc4ccccc4F)nc4cccnc43)cc2)cc1
 : -14% | 0.4% | -26% | . | -18% | . | ? | . | .
> CC1CCN(c2nncc3ccccc23)CC1
 : -9% | 0.0% | -18% | 15% | -2% | ? | -17% | 16% | 6%
> CC1CCCN(C(C(=O)NC2CCCCC2)c2cc3c(cc2[N+](=O)[O-])OCO3)C1 (centres undefined)
 : ? | 3.0% | -6% | -13% | -2% | i | ? | -13% | 17%
> O=[N+]([O-])c1ccc(SCCc2ccccn2)cc1
 : 1% | 4.2% | -3% | 1% | 10% | i | 9% | -4% | 1%
> CC(NC(=O)c1ccc(C23CC4CC(CC(C4)C2)C3)cc1)C(=O)O (centres undefined)
 : 11% | 6.9% | -4% | 0% | 3% | i | -7% | 0% | .
> C=CC[C@H](CC(=O)NCCO)C(=O)N[C@H](COC(=O)[C@@H](CC=C)CC(=O)OC(C)(C)C)Cc1ccccc1
 : -7% | 2.2% | 1% | -5% | 9% | i | -5% | -5% | 4%

Three entries out of the list above, arranged by the value under EPAC2 antag, highest first:
canonical_smiles	EPAC2 antag
CC1CCN(c2nncc3ccccc23)CC1	16%
COCCNC(=O)CCCn1c(=O)c2cc(OC)c(OC)cc2n(CC(=O)Nc2ccc(F)cc2)c1=O	4%
O=c1cc(-c2ccccc2)c2cc(Cl)ccc2[nH]1	1%

New compounds follow.
Below each SMILES: A549 viability | Nrf2 activator | HepG2 tox | MCF10A rereplic | TGFb SMAD3 inh | ATXN viability | Nrf2 inh | EPAC2 antag | ATXN2 expr inh
> N#Cc1ccc(NC(=O)Cn2cnc(S(=O)(=O)N3CCOCC3)c2)cc1
 : 1% | -0.6% | 0% | -1% | 15% | i | 9% | 11% | 0%
> Cc1ccnn1Cc1cc(C(=O)O)c2ccccc2n1
 : -1% | 2.5% | -1% | 3% | 7% | ? | 17% | -1% | 4%
> Cc1ccc(CNC(=O)C2CC(c3cccc([N+](=O)[O-])c3)=NO2)o1 (centres undefined)
 : 5% | 5.0% | -8% | ? | -3% | i | ? | 2% | 59%[activator]
> Cc1cc(C)cc(C(N)=Nc2cccc(C#N)c2)c1
 : -4% | 2.0% | -2% | 0% | 4% | i | ? | 2% | 25%
> CC(=O)Nc1ccc(S(=O)(=O)N(Cc2ccccc2)c2ccccn2)cc1
 : -3% | 0.4% | -7% | ? | -22% | i | -8% | ? | -9%
> Cc1ccc(NC(=O)C2CCCN2C(=O)Oc2ccccc2)c(C)c1 (centres undefined)
 : -2% | 0.0% | -1% | -2% | 0% | i | -11% | 6% | -13%
> COc1cc(NC(=O)COc2ccccc2)ccc1NC(=O)c1ccco1
 : 6% | 0.2% | -7% | -5% | 1% | i | -30% | 6% | 6%
> CCN1CC(c2ccccc2)C(c2ccc(Cl)cc2)=N1 (centres undefined)
 : 9% | -0.8% | 2% | ? | -1% | i | 12% | -25% | -5%
> COc1ccccc1CNc1nc(-c2ccccc2CO)c2sccc2n1
 : . | 14% | -20% | . | -6% | i | . | -6% | 12%
> COc1ccc(C)cc1NC(=O)C(OC(=O)C1=NNC(=O)CC1)c1ccccc1 (centres undefined)
 : 3% | 5.8% | -12% | -3% | 3% | i | 0% | -9% | .
> CCOC(=O)NC(Nc1nnc(SCC)s1)(C(F)(F)F)C(F)(F)F
 : 0% | -0.5% | -9% | 1% | 11% | i | . | 2% | -13%
> CC1CCN(C(=O)Cn2cc(SCC(=O)NCc3ccc(F)cc3)c3ccccc32)CC1
 : -18% | 6.5% | -7% | . | ? | . | 1% | . | .
> Cc1cc(C)n(C(C)CC(=O)NCc2ccc(Cl)cc2)n1 (centres undefined)
 : 12% | -1.3% | 6% | . | -13% | i | -17% | . | -2%
> NC(COCc1ccccc1)c1csc(NC(=O)Nc2cccc(C(F)(F)F)c2)n1 (centres undefined)
 : . | -2.2% | -106% | . | 14µM* | . | . | 5% | ?
> COc1cc(C2C(=O)N(C3CCCC3)CC(=O)N2Cc2ccco2)ccc1OC(C)C (centres undefined)
 : -5% | 0.4% | -7% | -4% | -2% | i | -15% | 0% | 1%
> O=C1CC(=O)CC(c2ccccc2)C1
 : -2% | -0.5% | 0% | 0% | 17% | i | 6% | 9% | .
> COc1ccc(NC2CCN(C3CC(=O)N(c4ccc(F)c(Cl)c4)C3=O)CC2)cc1 (centres undefined)
 : 7% | 0.0% | 0% | 2% | 6% | i | . | -12% | -10%
> Cn1c(=O)n(C)c2cc(NS(=O)(=O)c3ccc(C(C)(C)C)cc3)ccc21
 : -6% | 4.4% | -8% | 3% | -24% | i | 10µM* | -2% | -4%
> CCC1(c2ccccc2)NC(=O)N(CC(=O)N(C)Cc2ccccc2)C1=O (centres undefined)
 : 13% | -0.3% | -11% | 0% | -17% | i | -2% | 1% | 4%
> Cc1ccc2c(c1)C1C3CCC(C3)C1S(=O)N2 (centres undefined)
 : -1% | -0.4% | 0% | -1% | 16% | i | -7% | 12% | .
> CCN(CC)c1ccc2cc(-c3nnc(-c4cccc(Cl)c4)o3)c(=O)oc2c1
 : 15% | 5.2% | -11% | . | 104%[activator] | . | 7% | . | 0%
> COC(=O)c1ccc(CNC(=O)c2ccc(OCC(=O)N3CCOCC3)c(OC)c2)cc1
 : -1% | 0.6% | -1% | -32%[inhibitor] | -13% | i | 0% | 0% | -5%
> CC(=O)c1cccc(OC(=O)c2ccccc2)c1
 : 5% | 2.3% | 3% | 2% | -31% | i | 8% | 3% | 32%

An excerpt; count on the stated rates, not on these rows.
